# Screens deposited in PubChem BioAssay by National Center for Advancing Translational Sciences (NCATS).
# RXFP1 agonist – activates the human relaxin receptor RXFP1. Q9HBX9. HEK293T-RXFP1 cAMP TR-FRET, 30 min; response scale: percent of porcine relaxin response, buffer zero. Potency, µM (series often up to 57.5 µM), for the others: at the highest dose activation, usual class: activators. 370,000 tested, 0.3% active. AID 2676; note: potency is the fitted concentration of half-maximal effect; % is set by controls: 0 for no effect and ±100 for the full control effect; nearly all actives have a fitted effect of over 60% in size; many of its hits are not listed in these tables
# Target sequence (Q9HBX9 whole entry, looked up): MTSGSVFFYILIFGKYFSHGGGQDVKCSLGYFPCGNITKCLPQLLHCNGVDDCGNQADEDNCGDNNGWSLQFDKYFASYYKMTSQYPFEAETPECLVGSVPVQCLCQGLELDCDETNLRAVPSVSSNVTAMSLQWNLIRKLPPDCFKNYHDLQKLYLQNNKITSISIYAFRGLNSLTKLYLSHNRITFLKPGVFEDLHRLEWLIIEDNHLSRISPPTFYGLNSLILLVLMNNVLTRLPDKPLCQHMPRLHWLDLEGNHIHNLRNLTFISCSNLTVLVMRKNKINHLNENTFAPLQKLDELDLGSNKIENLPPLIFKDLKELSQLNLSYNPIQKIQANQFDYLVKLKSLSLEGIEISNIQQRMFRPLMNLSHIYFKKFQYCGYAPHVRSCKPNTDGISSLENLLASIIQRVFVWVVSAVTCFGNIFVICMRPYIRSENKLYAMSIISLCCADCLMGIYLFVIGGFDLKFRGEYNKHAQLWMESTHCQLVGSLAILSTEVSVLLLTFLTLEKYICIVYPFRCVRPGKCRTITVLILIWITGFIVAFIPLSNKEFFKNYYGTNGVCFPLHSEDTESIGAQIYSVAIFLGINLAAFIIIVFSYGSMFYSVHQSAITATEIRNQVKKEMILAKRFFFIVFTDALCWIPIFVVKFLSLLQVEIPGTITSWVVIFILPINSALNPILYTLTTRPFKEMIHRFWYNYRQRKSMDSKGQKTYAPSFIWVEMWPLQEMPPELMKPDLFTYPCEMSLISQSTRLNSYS
#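 Agonist response is measured as cAMP accumulation in an RXFP1-transfected HEK293T line under PDE4 inhibition. Values are scaled between buffer-only and 29 nM porcine relaxin, and EC50s come from standard Hill equation fits.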
# D2 PAM – positively modulates the human D2 dopamine receptor allosterically. AID 485347. potentiation, % at 10 µM. 340,000 tested, 0.34% active. P14416. HEK293 T-REx D2, calcium flux, EC20 dopamine potentiation;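 active = potentiation over 3 SD above the plate norm, cut at about 30% in these data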; note: 0% is about no effect
#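 Tetracycline-induced HEK293 T-REx cells force-coupled to calcium signalling expressed D2; compounds were pin-added after a 10 s baseline, read kinetically 180 s, then an EC20 dopamine challenge followed with a further 180 s calcium read.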
# Vif-A3G inh – inhibitors of Vif-APOBEC3G interaction | 410,000 tested, 0.076% active | Q9HC16 | HeLa A3G-eYFP + Vif (tagged APOBEC3G with the HIV-1 protein that degrades it), YFP fluorescence, overnight | Potency, µM (top dose mostly 46.1 µM), for inactives: top-dose activity, negative = active, actives largely listed as inhibitors;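 note: potency is the fitted concentration of half-maximal effect; % is set by controls: 0 for no effect and ±100 for the full control effect; nearly all actives have a fitted effect of over 60% in size; hits raise eYFP signal because A3G escapes Vif-driven loss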
#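 HeLa cells stably expressing Vif and C-terminally eYFP-tagged A3G, seeded overnight at 37 deg C, then exposed to compound by pintool overnight at 37 deg C. Rise in yellow fluorescence (Ex 488/Em 500-530, Acumen) marks blocked Vif-driven A3G degradation.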
# D1 agonist – activates the human D1 dopamine receptor. P21728. HEK293 T-REx D1 cells, calcium flux, agonist mode. activation, % at 2 µM. 360,000 tested, 1% active. AID 504660; in the data active = activation above about 30%; note: 0% is about no effect
#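 Agonism was scored from calcium flux recorded over 180 s (1 read/s) after pintool compound addition, following a 10-cycle baseline. Cells were inducible force-coupled HEK293 TREx D1, plated overnight at 30 C and loaded with no-wash calcium dye.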
# D1 antagonist – human D1 dopamine receptor antagonism | P21728 | HEK293 TREx D1 cells, calcium flux, dopamine EC80; stronger effect = lower value | activity change, negative = inhibition, % at 10 µM | 360,000 tested, 3.2% active | AID 504652; in the data active = activity change below about -30%; note: % is set by controls: 0 for no effect and ±100 for the full control effect
#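 HEK293 T-REx cells expressing inducible, force-coupled D1 receptor; no-wash Ca dye, 30–90 min RT. Cmpd → 180 s read at 1 Hz → EC80 DA → 180 s read.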
# D1 potentiator – potentiators of human D1 dopamine receptor; AID 504651; HEK293 TREx D1 cells, calcium flux, dopamine EC20 potentiation; potentiation, % at 10 µM; 360,000 tested, 0.036% active; P21728; in the data active = potentiation above about 30%; note: 0% is about no effect
# Vif-APOBEC3F blk – inhibitors of Vif-A3F interaction; HeLa A3F-eYFP + Vif (tagged APOBEC3F with the HIV-1 protein that degrades it), YFP fluorescence increase; Potency, µM (top dose mostly 46.1 µM), inactives show at the top dose activity, negative = active; 390,000 tested, 0.2% active; note: potency is the fitted concentration of half-maximal effect; % of control where 0% means no effect; nearly all actives have a fitted effect of over 65% in size
#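 HeLa cells stably expressing A3F-eYFP plus Vif, plated and incubated overnight at 37 deg C, then exposed to compounds overnight at 37 deg C. Blocked degradation read as raised yellow fluorescence (Ex 488/Em 500-530).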
# RXFP1 antag – blocks the human relaxin receptor RXFP1; activity change, negative = inhibition, % at 57.5 µM; Q9HBX9; 350,000 tested, 0.59% active; AID 1259400; HEK293-RXFP1, relaxin-stimulated cAMP HTRF, 30 min; stronger effect = lower value;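 active = activity change of -60% or lower, but not beyond a set lower limit; inconclusive = change between -60% and -40%, or beyond the set limit; inactive = change above -40%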; note: % is set by controls: 0 for no effect and ±100 for the full control effect
# Glioma ERSR ind – ER stress response induction in glioma. 420,000 tested, 0.02% active. U87-MG GRP78 promoter luciferase reporter, 16 h. Potency, µM, inactives show top-dose activation, actives largely listed as activators. AID 602332; note: potency is the fitted concentration of half-maximal effect; series mostly up to about 76 µM; % of control where 0% means no effect; nearly all actives have a fitted effect of over 35% in size
#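 Stably transfected U87-MG glioma cells carrying a GRP78-based luciferase sensor; 16 h compound incubation. Luminescence end-point read 10 min after Bright-Glo addition at room temperature.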
# * = called active by the depositor; ? = inconclusive; nt = no result given; & = joins results of further samples. Unless noted, calls come from the whole dose curve; as a rule, active = well fitted curve in the direction sought with a large enough effect; inconclusive = small, poorly fitted or top-dose-only effect, or another doubt; inactive = no such curve, though single readings can be large; an effect the other way counts as inactive or inconclusive. This is a subset; the hit share may differ from the screen's.
smiles | D1 agonist | RXFP1 agonist | D1 antagonist | D1 potentiator | RXFP1 antag | Vif-APOBEC3F blk | Vif-A3G inh | Glioma ERSR ind | D2 PAM
CCCNC(=O)N1[C@H]2CC[C@@H]1C(C(=O)OC)=C(c1cccc(C#N)c1)C2 | 1 | 2.5% | 9 | -1 | nt | -12% | 5% | -3% | 14
COC(=O)C1=C(c2ccc(OC)c(OC)c2)C[C@@H]2CC[C@H]1N2C(=O)NC1Cc2ccccc2C1 | -3 | 1.7% | nt | 3 | nt | 0% | -11% | -1% | 6
COC(=O)N1C(c2ccccc2)C1c1ccccc1 (centres undefined) | 6 | 2.0% | -13 | -3 | -11 | 7% | -1% | -4% | -4
O=C(O)c1c[nH]c2ccc(S(=O)(=O)N(CCCl)CCCl)cc12 | 1 | 0.1% | 6 | -4 | -9 | 6% | 1% | -5% | 3
CCC(=O)N1CCN(CCN=Cc2c(O)n(C)c(=O)n(C)c2=O)CC1 | 3 | 2.8% | 1 | -4 | 8 | -7% | -6% | -5% | -1
Cc1ccc2[nH]c(C)c(CCNCc3ccco3)c2c1 | 11 | -2.5% | 2 | -3 | 3 | 9% | 1% | -5% | -12
COc1ccc(C2(C#N)CC[N+](C)(C)CC2)cc1 | 2 | 3.1% | -17 | 0 | -15 | -2% | -6% | -3% | -3
Cc1ccc(-c2cc(C(=O)N3CCC4(CC3)OCCO4)no2)cc1 | 0 | -1.0% | -7 | -10 | -25 | -8% | 0% | 2% | -2
O=C(Cn1nc(Cc2cccnc2)c2ccccc2c1=O)N1CCC2(CC1)OCCO2 | 1 | 1.7% | 13 | -1 | -1 | -3% | 0% | -1% | 15
CCN1C(=O)NC(=O)/C(=C\c2cn(CC(=O)O)c3ccccc23)C1=O | 3 | 0.2% | 7 | -6 | nt | nt | nt | nt | 3
COc1ccc(S(=O)(=O)N2CCOCC2)cc1NC(=O)COC(=O)Cc1ccccc1 | nt | nt | nt | nt | 7 | -9% | 4% | -2% | nt
CC(C)CC12CN3CCN(CC(C3)C1O)C2 (centres undefined) | 1 | 1.5% | 13 | 0 | -4 | 1% | 0% | -4% | -2
O=C(Nc1ccon1)c1cccn(Cc2cccc([N+](=O)[O-])c2)c1=O | 3 | 5.0% | nt | -1 | -8 | -1% | 3% | -2% | 20
CC(C)(C#CCCCCC#CC(C)(C)[N+](C)(C)C)[N+](C)(C)C | 1 | -0.5% | 10 | -3 | nt | nt | nt | nt | -3
CCc1ccccc1NC(=O)c1cccn(Cc2ccccc2F)c1=O | 3 | ? | -27 | -4 | nt | 6% | -2% | -1% | -1
CCN(c1ccc(C)cc1C)S(=O)(=O)c1nnc(NC(=O)c2ccco2)s1 | 5 | 10% | 1 | -7 | 3 | ? | -2% | 2% | -12
C[C@H]1CC[C@@H]2[C@@H](C)[C@H]3[C@H](C[C@H]4[C@@H]5CC=C6C[C@@H](O[C@@H]7O[C@H](CO)[C@H](O)[C@H](O[C@@H]8O[C@H](CO)[C@@H](O)[C@H](O)[C@H]8O)[C@H]7O[C@@H]7O[C@@H](C)[C@H](O)[C@@H](O)[C@H]7O)CC[C@]6(C)[C@H]5CC[C@]34C)N2C1 | 96* | 0.3% | -10 | 3 | nt | -21% | 1% | -11% | 1
Cc1cc2ccccn2c1C(C[N+](=O)[O-])c1c(F)cccc1Cl (centres undefined) | 0 | 2.5% | -6 | -2 | -16 | -15% | ? | -19% | -4
CN1CCN(c2ncnc(Cl)c2N)CC1 | 5 | 0.4% | 11 | 7 | -7 | 0% | 1% | 0% | -20
COc1ccc(NP2(=O)NCCCN2)cc1 | nt | nt | nt | nt | -6 | 0% | 1% | -3% | nt
COc1cc2c(ccc3c4cc(OC)c(OC)cc4c[n+](C)c23)cc1O | nt | nt | nt | nt | -2 | -1% | 4% | -1% | nt
NC(=O)OCCSc1nnc(-c2cccc(C(N)=S)c2)o1 | -1 | 1.7% | 2 | 0 | 10 | -1% | 3% | 0% | -7
COc1ccccc1N1C(=O)NC(=O)/C(=C/c2ccc([N+](=O)[O-])s2)C1=O | 6 | -0.9% | -2 | 5 | -26 | ? | -12% | -5% | 4
C#CCNc1ccncc1S(=O)(=O)NC(=O)NC(C)C | 0 | 1.7% | 21 | -3 | 7 | 1% | -1% | -2% | -9
CCCC[n+]1cc(/N=C(\[O-])OC)on1 | 0 | 8.7% | -6 | -2 | -4 | nt | 1% | -2% | -3
COC(=O)C1=C(c2ccc(F)cc2OCc2ccccc2)C[C@@H]2CC[C@H]1N2C(=O)NCc1ccc(Cl)cc1 | 6 | 0.3% | 12 | 4 | nt | -7% | -5% | -6% | 1
CCC(=NCCCO)c1c(O)n(-c2ccc(OC)cc2)c(=O)[nH]c1=O | 1 | -0.3% | 1 | -1 | -21 | -16% | 6% | 4% | 8
CC(C)c1ccc(NC(=O)CCNC(=O)N2C[C@H]3C[C@@H](C2)c2cccc(=O)n2C3)cc1 | 0 | 0.2% | 3 | -8 | nt | 6% | -2% | 2% | 0
COC(=O)C1=C(c2cccc(C#N)c2)C[C@@H]2CC[C@H]1N2C(=O)NC1CC1 | 1 | 0.3% | nt | 0 | nt | 7% | 0% | 1% | 17
O=c1c2ccccc2nc(-c2ccco2)n1-c1nccs1 | 0 | 3.7% | -7 | -1 | -3 | 0% | -10% | -8% | 0
CN1CCN(c2ccc3nccnc3c2)CC1 | 5 | 23% | 5 | -1 | 6 | 0% | -2% | -3% | 4
CCCC1=C(C(=O)OCC)C2(C(=O)Nc3ccccc32)C(C#N)=C(N)O1 (centres undefined) | -1 | -0.7% | -14 | 2 | -10 | 0% | 0% | 1% | -9

# Part of the list above in order of length of the SMILES, falling.
smiles | D1 agonist | RXFP1 agonist | D1 antagonist | D1 potentiator | RXFP1 antag | Vif-APOBEC3F blk | Vif-A3G inh | Glioma ERSR ind | D2 PAM
CCCC1=C(C(=O)OCC)C2(C(=O)Nc3ccccc32)C(C#N)=C(N)O1 (centres undefined) | -1 | -0.7% | -14 | 2 | -10 | 0% | 0% | 1% | -9
CCC(=NCCCO)c1c(O)n(-c2ccc(OC)cc2)c(=O)[nH]c1=O | 1 | -0.3% | 1 | -1 | -21 | -16% | 6% | 4% | 8
O=c1c2ccccc2nc(-c2ccco2)n1-c1nccs1 | 0 | 3.7% | -7 | -1 | -3 | 0% | -10% | -8% | 0

# Eleven structures out of the list, ordered by molar mass, smallest number first:
smiles | D1 agonist | RXFP1 agonist | D1 antagonist | D1 potentiator | RXFP1 antag | Vif-APOBEC3F blk | Vif-A3G inh | Glioma ERSR ind | D2 PAM
CCCC[n+]1cc(/N=C(\[O-])OC)on1 | 0 | 8.7% | -6 | -2 | -4 | nt | 1% | -2% | -3
CN1CCN(c2ccc3nccnc3c2)CC1 | 5 | 23% | 5 | -1 | 6 | 0% | -2% | -3% | 4
COc1ccc(NP2(=O)NCCCN2)cc1 | nt | nt | nt | nt | -6 | 0% | 1% | -3% | nt
O=c1c2ccccc2nc(-c2ccco2)n1-c1nccs1 | 0 | 3.7% | -7 | -1 | -3 | 0% | -10% | -8% | 0
C#CCNc1ccncc1S(=O)(=O)NC(=O)NC(C)C | 0 | 1.7% | 21 | -3 | 7 | 1% | -1% | -2% | -9
NC(=O)OCCSc1nnc(-c2cccc(C(N)=S)c2)o1 | -1 | 1.7% | 2 | 0 | 10 | -1% | 3% | 0% | -7
CCC(=NCCCO)c1c(O)n(-c2ccc(OC)cc2)c(=O)[nH]c1=O | 1 | -0.3% | 1 | -1 | -21 | -16% | 6% | 4% | 8
COc1cc2c(ccc3c4cc(OC)c(OC)cc4c[n+](C)c23)cc1O | nt | nt | nt | nt | -2 | -1% | 4% | -1% | nt
CCCC1=C(C(=O)OCC)C2(C(=O)Nc3ccccc32)C(C#N)=C(N)O1 (centres undefined) | -1 | -0.7% | -14 | 2 | -10 | 0% | 0% | 1% | -9
COc1ccccc1N1C(=O)NC(=O)/C(=C/c2ccc([N+](=O)[O-])s2)C1=O | 6 | -0.9% | -2 | 5 | -26 | ? | -12% | -5% | 4
CC(C)c1ccc(NC(=O)CCNC(=O)N2C[C@H]3C[C@@H](C2)c2cccc(=O)n2C3)cc1 | 0 | 0.2% | 3 | -8 | nt | 6% | -2% | 2% | 0

# (more compounds)
smiles | D1 agonist | RXFP1 agonist | D1 antagonist | D1 potentiator | RXFP1 antag | Vif-APOBEC3F blk | Vif-A3G inh | Glioma ERSR ind | D2 PAM
COc1cccc2c1C(=O)c1c(O)c3c(c(O)c1C2=O)CC(O)(C(C)=NO)CC3OC1CC(N)C(O)C(C)O1 (centres undefined) | nt | nt | nt | nt | -4 | -26% | 2% | -5% | nt
COc1ccc(OC)c(-n2c(O)c(/C=C3\C(C)=Nc4ccccc43)c(=O)[nH]c2=O)c1 | 3 | -0.9% | 8 | -2 | -8 | -16% | -8% | 0% | 0
CCC(=NCc1cccnc1)c1c(O)n(-c2ccccc2C)c(=O)[nH]c1=O | 3 | 4.6% | -2 | 0 | -17 | 7% | 1% | 0% | 1
COc1ccccc1CC(=O)N1CCN(CCc2ccccc2)CC1 | 4 | 1.8% | 0 | -3 | 14 | 5% | -1% | 3% | 11
COc1ccc2c(c1)C13CCCC[C@@H]1C(C2)N(C)CC3 (some centres undefined) | 5 | 3.8% | 11 | -3 | nt | -6% | 1% | 1%&-5% | -6
CC1CN=C(NCc2ccccc2)S1 (centres undefined) | 0 | 2.1% | -4 | -3 | 8 | -3% | 1% | -2% | -5
COC(=O)C1=C(c2ccc(F)cc2F)C[C@@H]2CC[C@H]1N2C(=O)NCCO | 1 | 0.3% | 10 | 3 | nt | -1% | -2% | -5% | 10
O=C1C=CC2C3C(=O)N(c4ccccc4)C(=O)C3C1N2Cc1ccccc1 (centres undefined) | nt | nt | nt | nt | -108* | -3% | ? | -14% | nt
Oc1ccccc1CN(CCc1ccccc1)Cc1ccccc1 | 4 | -1.4% | 10 | -5 | -21 | -9% | -5% | 0% | -4
